Source: PubChem
NPY Y1 blocker: antagonists of human neuropeptide Y receptor Y1 | P25929 | HEK293-CNG Y1 cells, membrane potential fluorescence; NPY at EC95, then isoproterenol | inhibition, % at 3.6 µM | hit rate 1% among 200,000;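 active = inhibition above the campaign mean inhibition of all tested compounds plus 3 SD, cut at about 20% in these data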;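 note: 0% = DMSO wells given NPY plus isoproterenol and 100% = isoproterenol alone without NPY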
Target sequence (P25929 whole entry, looked up): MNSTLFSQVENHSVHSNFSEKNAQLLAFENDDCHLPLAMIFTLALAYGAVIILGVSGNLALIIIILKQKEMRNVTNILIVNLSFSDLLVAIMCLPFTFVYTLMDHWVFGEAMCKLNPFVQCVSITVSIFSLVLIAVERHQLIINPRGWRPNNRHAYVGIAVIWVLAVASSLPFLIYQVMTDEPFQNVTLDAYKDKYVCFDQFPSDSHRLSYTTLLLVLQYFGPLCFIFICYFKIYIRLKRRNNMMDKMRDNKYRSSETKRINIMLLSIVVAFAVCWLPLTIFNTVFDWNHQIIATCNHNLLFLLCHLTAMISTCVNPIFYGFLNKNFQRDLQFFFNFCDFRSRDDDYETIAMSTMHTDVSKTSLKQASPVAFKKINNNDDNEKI
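Material: HEK293 Y1/CNG channel cell line; also added: NPY (25 nM), isoproterenol (1 µM), Ro 20-1724 (25 µM); doses: one concentration, 3.6 µM, in 0.4% DMSO; schedule: compound incubation 1 h at room temperature, readout 45 min post-stimulation; technique: membrane potential fluorescence; measure: fluorescence ratio normalized to % inhibition between controls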
CHOP inh: inhibitors of CHOP induction in ER stress response | CHO-K1 CHOP-promoter luciferase, tunicamycin-induced, 15-18 h | inhibition, % at 10 µM | hit rate 3.8% among 220,000;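 active = compounds that reduced the stress-induced luciferase reporter signal by more than about 70% of percent inhibition, limit read from the data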;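 note: 0% = tunicamycin plus vehicle and 100% = wells without tunicamycin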
NPY-Y1 PAM-ag: potentiates or activates human NPY-Y1 receptor; activation, % at 3.6 µM; hit rate 0.37% among 220,000; P25929; NPY-Y1 expressing cells, potentiator/agonist activation; AID 1304; in the data active = activation above about 33%, passing the limit was not always enough;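 note: cells stimulated with NPY at EC10 then isoproterenol at EC100; 0% = low agonist plus stimulus and 100% = saturating agonist plus stimulus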
EP2 mod: modulators of human EP2 prostaglandin E2 receptor; EP2-expressing cells, cAMP HTRF FRET, PGE2 co-stimulation; hit rate 0.83% among 260,000; induction, % at 25 µM;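 active = compounds whose cAMP rise, as percent of the full-agonist control response, exceeds 60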;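 note: rat C6 glioma line stably carrying human EP2 under a CMV promoter; the protocol text gives 20 µM as final concentration; 100% = response of wells given 1 µM PGE2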
S1P4 antagonist: antagonists of human S1P4 receptor; S1P4-expressing cells, antagonist mode, reporter read-out; inhibition, % at 4.98 µM; hit rate 0.26% among 220,000; in the data active = inhibition above about 29%;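 note: 0% = wells stimulated with agonist and 100% = vehicle wells without agonist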
Target sequence (O95977 whole entry, looked up): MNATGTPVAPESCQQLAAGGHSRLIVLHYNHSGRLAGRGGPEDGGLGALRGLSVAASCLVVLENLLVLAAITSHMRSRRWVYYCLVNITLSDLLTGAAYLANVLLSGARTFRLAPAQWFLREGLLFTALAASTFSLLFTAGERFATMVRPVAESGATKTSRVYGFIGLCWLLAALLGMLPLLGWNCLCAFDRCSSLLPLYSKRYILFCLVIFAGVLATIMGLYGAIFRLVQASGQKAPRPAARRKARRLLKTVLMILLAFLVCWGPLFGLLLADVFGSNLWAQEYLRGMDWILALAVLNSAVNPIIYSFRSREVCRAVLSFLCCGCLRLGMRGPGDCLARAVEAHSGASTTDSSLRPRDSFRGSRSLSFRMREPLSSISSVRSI
TRPML3 agonist: agonists of human TRPML3 channel. Q8TDD5. HEK293 TRPML3-YFP, Fluo-8 calcium fluorescence; 100% = the carbachol control signal. activation, % at 3 µM. hit rate 0.29% among 220,000. AID 1448;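 active = activation above its plate's cutoff, the mean activation of the plate's test wells plus 3 SD, cut at about 12% in these data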;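 note: 0% = DMSO only wells and 100% = carbachol wells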
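system = HEK293 cells stably carrying human TRPML3-YFP | doses = one concentration, 3 µM nominal, 0.3% DMSO | timing = dye loading 1 h 37 °C then 30 min ambient, 125 s read | detection = Fluo-8 calcium dye fluorescence, ex 470-495, em 515-575 nm | benchmarks = high control carbachol 87 µM, low control DMSO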
S1P4 ag: human S1P4 receptor agonism; O95977; S1P4-expressing cell line, agonist reporter assay; activation, % at 4.98 µM; hit rate 0.35% among 220,000; AID 1509; in the data active = activation above about 11%;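 note: 0% = DMSO vehicle and 100% = reference agonist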
NPY2 pot ag: potentiators or agonists of human neuropeptide Y receptor Y2 | P49146 | cells expressing NPY-Y2, potentiator/agonist read-out | activation, % at 3.6 µM | hit rate 0.45% among 220,000; in the data active = activation above about 27%;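 note: cells stimulated with NPY near EC25 plus isoproterenol at EC100; 0% = vehicle plus submaximal agonist and 100% = vehicle plus saturating agonist; some results beyond the cut were filed as inactive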
zfTRPN1 agonist: activates the zebrafish TRPN1 channel | activation, % at 3 µM | hit rate 0.18% among 220,000 | HEK293 zebrafish TRPN1-YFP, Fluo-8 calcium fluorescence; 100% = response to 87 µM carbachol | AID 1424;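 active = activation above its plate's cutoff, the mean activation of test wells on that plate plus 3 SD, cut at about 19% in these data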;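 note: 0% = DMSO alone and 100% = 87 µM carbachol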
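Material: zebrafish TRPN1-YFP in HEK293 cells; Doses: single test compound dose, 3 µM nominal, 0.3% DMSO; Timing: dye loading 1 h at 37 °C, then 30 min room temperature; Technique: intracellular calcium fluorescence with Fluo-8; Benchmarks: high carbachol 87 µM, low DMSO alone.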
* = called active by the depositor.

How did CCOc1ccccc1NC(=O)C(OC(=O)c1ccccc1NS(=O)(=O)c1cccs1)c1ccccc1 (stereo not given) do in these assays?
NPY Y1 blocker: 12; CHOP inh: -4; NPY-Y1 PAM-ag: -18; EP2 mod: 20; S1P4 antagonist: -5; TRPML3 agonist: 0.9; S1P4 ag: 0.9; NPY2 pot ag: -4; zfTRPN1 agonist: 1.8

Results for O=Cc1ccc(-n2cc(C=O)c3ccccc32)cc1 ?
NPY Y1 blocker: -4; CHOP inh: 2; NPY-Y1 PAM-ag: -12; EP2 mod: -4; S1P4 antagonist: -9; TRPML3 agonist: 0.1; S1P4 ag: 1.2; NPY2 pot ag: -3; zfTRPN1 agonist: -0.3

Results for CCOC(=O)C(NC(=O)CC(C)C)(Nc1sc(C)c(CC)c1C#N)C(F)(F)F (stereo not given) ?
NPY Y1 blocker: 6; CHOP inh: -17; NPY-Y1 PAM-ag: -20; EP2 mod: 25; S1P4 antagonist: -24; TRPML3 agonist: -1.0; S1P4 ag: 0.1; NPY2 pot ag: 13; zfTRPN1 agonist: -2.5

Results for Cn1c(=O)c2c(nc(Br)n2CC(=O)C23CC4CC(CC(C4)C2)C3)n(C)c1=O ?
NPY Y1 blocker: 8; CHOP inh: 10; NPY-Y1 PAM-ag: -18; EP2 mod: 9; S1P4 antagonist: -19; TRPML3 agonist: 0.3; S1P4 ag: -0.1; NPY2 pot ag: -7; zfTRPN1 agonist: -0.8

Results for CN(C)S(=O)(=O)c1ccc(Cl)c(NC(=O)COC(=O)/C=C/c2cnc3ccccc3n2)c1 ?
CHOP inh: -9; NPY-Y1 PAM-ag: -11; EP2 mod: -23; S1P4 antagonist: -3; TRPML3 agonist: 0.3; S1P4 ag: 1.0; NPY2 pot ag: 13; zfTRPN1 agonist: 0.0

How did CCOC(=O)C1=C(C)Nc2ncnn2C1c1ccc(N(C)C)cc1 (stereo not given) do in these assays?
NPY Y1 blocker: -3; CHOP inh: -33; NPY-Y1 PAM-ag: -6; EP2 mod: 1; S1P4 antagonist: -11; TRPML3 agonist: 0.7; S1P4 ag: 1.1; NPY2 pot ag: -11; zfTRPN1 agonist: 1.2

How did O=C(CN1c2cccc3cccc(c23)S1(=O)=O)NCc1ccc2c(c1)OCO2 do in these assays?
NPY Y1 blocker: 2; CHOP inh: -11; NPY-Y1 PAM-ag: 4; EP2 mod: 5; S1P4 antagonist: 10; TRPML3 agonist: -0.6; S1P4 ag: 2.2; NPY2 pot ag: -12; zfTRPN1 agonist: 0.6

Results for CC(C)c1ccc(NC(=O)CN(Cc2ccccc2)S(C)(=O)=O)cc1 ?
NPY Y1 blocker: 1; CHOP inh: -10; NPY-Y1 PAM-ag: 5; EP2 mod: 1; S1P4 antagonist: -3; TRPML3 agonist: -0.5; S1P4 ag: 0.0; NPY2 pot ag: 12; zfTRPN1 agonist: -0.7

What do the screens show for `O=C(Cn1nc(-c2ccc(Cl)cc2)ccc1=O)NCC1CCCO1` (stereo not given)?
NPY Y1 blocker: 5; CHOP inh: 39; NPY-Y1 PAM-ag: 0; EP2 mod: -26; S1P4 antagonist: -15; TRPML3 agonist: 0.8; S1P4 ag: -1.5; NPY2 pot ag: -4; zfTRPN1 agonist: 1.8

What do the screens show for `CCOC(=O)c1cc2c(=O)n3cccc(C)c3nc2n(CC(C)C)c1=NC(=O)c1ccco1`?
CHOP inh: 5; NPY-Y1 PAM-ag: 34; EP2 mod: -21; S1P4 antagonist: 3; TRPML3 agonist: 1.0; S1P4 ag: 2.4; NPY2 pot ag: 17; zfTRPN1 agonist: 1.0

What do the screens show for `O=C(CBr)N1CCc2ccccc2C(c2ccccc2)C1` (stereo not given)?
CHOP inh: -6; NPY-Y1 PAM-ag: -37; EP2 mod: 39; S1P4 antagonist: 19; TRPML3 agonist: 0.1; S1P4 ag: 1.4; NPY2 pot ag: -12; zfTRPN1 agonist: 1.1

Results for Cc1cc(C)nc(Sc2ncnc3sc4c(c23)CCC4)n1 ?
NPY Y1 blocker: -4; CHOP inh: 24; NPY-Y1 PAM-ag: -11; EP2 mod: 23; S1P4 antagonist: -5; TRPML3 agonist: -0.6; S1P4 ag: 1.0; NPY2 pot ag: -1; zfTRPN1 agonist: -0.8

Results for Cc1ccc(Cn2nnc3c(=O)n(CC(=O)OCc4ccccc4)cnc32)cc1 ?
NPY Y1 blocker: -8; CHOP inh: -13; NPY-Y1 PAM-ag: 49*; EP2 mod: 27; S1P4 antagonist: -4; TRPML3 agonist: 0.4; S1P4 ag: 2.4; NPY2 pot ag: 28; zfTRPN1 agonist: 0.6

What do the screens show for `CCCCCC(=O)Nc1nc(C)c(-c2csc(Nc3cc(Cl)ccc3OC)n2)s1`?
NPY Y1 blocker: 0; CHOP inh: 41; NPY-Y1 PAM-ag: 2; EP2 mod: 16; S1P4 antagonist: -31; TRPML3 agonist: 0.7; S1P4 ag: 1.5; NPY2 pot ag: -2; zfTRPN1 agonist: 1.1

How did Cc1onc(-c2c(F)cccc2Cl)c1C(=O)NCC1COc2ccccc2O1 (stereo not given) do in these assays?
NPY Y1 blocker: -1; CHOP inh: 30; NPY-Y1 PAM-ag: -2; EP2 mod: 1; S1P4 antagonist: -15; TRPML3 agonist: -0.1; S1P4 ag: -0.3; NPY2 pot ag: -1; zfTRPN1 agonist: -0.6

Results for O=C(c1ccccc1Oc1nnnn1-c1ccccc1)N1CCOCC1 ?
NPY Y1 blocker: 2; CHOP inh: 13; NPY-Y1 PAM-ag: -3; EP2 mod: 0; S1P4 antagonist: -8; TRPML3 agonist: 1.2; S1P4 ag: -0.9; NPY2 pot ag: 3; zfTRPN1 agonist: 1.2

Results for COc1ccc(NC(=S)NCCc2c[nH]c3ccccc23)cc1 ?
NPY Y1 blocker: -1; CHOP inh: 15; NPY-Y1 PAM-ag: 9; EP2 mod: -18; S1P4 antagonist: -12; TRPML3 agonist: 0.1; S1P4 ag: 1.8; NPY2 pot ag: 8; zfTRPN1 agonist: -0.6

What do the screens show for `COC(=O)c1sc(-c2ccccc2)cc1NC(=O)c1ccc(F)cc1`?
NPY Y1 blocker: -2; CHOP inh: 48; NPY-Y1 PAM-ag: -8; EP2 mod: 18; S1P4 antagonist: -9; TRPML3 agonist: 0.8; S1P4 ag: -0.9; NPY2 pot ag: -10; zfTRPN1 agonist: 0.3

How did CCN(CC)S(=O)(=O)c1ccc(N2CCCC2)c(NS(=O)(=O)c2ccc(OC)cc2)c1 do in these assays?
NPY Y1 blocker: 1; CHOP inh: 20; NPY-Y1 PAM-ag: 19; EP2 mod: 22; S1P4 antagonist: -13; TRPML3 agonist: 0.1; S1P4 ag: -0.6; NPY2 pot ag: 10; zfTRPN1 agonist: -1.5

How did CCOC(=O)c1[nH]c2ccc(Br)cc2c1NC(=O)CCN1CCC(C(=O)OCC)CC1 do in these assays?
NPY Y1 blocker: -6; CHOP inh: 36; NPY-Y1 PAM-ag: -11; EP2 mod: -15; S1P4 antagonist: 7; TRPML3 agonist: 0.3; S1P4 ag: -2.7; NPY2 pot ag: 9; zfTRPN1 agonist: 0.8

What do the screens show for `Nc1ccc(OCc2ccccc2)cc1`?
NPY Y1 blocker: 0; CHOP inh: 58; NPY-Y1 PAM-ag: -8; EP2 mod: -7; S1P4 antagonist: 4; TRPML3 agonist: 0.8; S1P4 ag: 0.1; NPY2 pot ag: -7; zfTRPN1 agonist: -0.2

What do the screens show for `C/C(=N/NC(=O)CNC(=O)c1ccccn1)c1cccc([N+](=O)[O-])c1`?
NPY Y1 blocker: -3; CHOP inh: 14; NPY-Y1 PAM-ag: 5; EP2 mod: -27; S1P4 antagonist: 4; TRPML3 agonist: 0.7; S1P4 ag: 2.2; NPY2 pot ag: -2; zfTRPN1 agonist: 0.4

Results for CCN(CC)c1ccc(C(=O)c2cnc(/N=C/N(C)C)s2)cc1 ?
NPY Y1 blocker: 8; CHOP inh: -5; NPY-Y1 PAM-ag: 14; EP2 mod: 13; S1P4 antagonist: 2; TRPML3 agonist: -0.4; S1P4 ag: 1.3; NPY2 pot ag: 5; zfTRPN1 agonist: -0.9

What do the screens show for `CCN(CC)C(=O)CC(c1ccc(F)cc1)c1ccc(OC(C)C)cc1` (stereo not given)?
NPY Y1 blocker: 9; CHOP inh: 6; NPY-Y1 PAM-ag: -11; EP2 mod: 21; S1P4 antagonist: -4; TRPML3 agonist: -0.8; S1P4 ag: 0.2; NPY2 pot ag: -4; zfTRPN1 agonist: -1.7

How did COc1cc(C(=O)Nc2nc3ccc4nc(C)sc4c3s2)cc(OC)c1OC do in these assays?
NPY Y1 blocker: 1; CHOP inh: -60; NPY-Y1 PAM-ag: 13; EP2 mod: 9; S1P4 antagonist: 0; TRPML3 agonist: 0.4; S1P4 ag: -1.2; NPY2 pot ag: 2; zfTRPN1 agonist: -0.5

Results for COc1ccc(N(CC(=O)Nc2ccc(S(=O)(=O)N3CCOCC3)cc2)S(=O)(=O)c2ccccc2)cc1 ?
NPY Y1 blocker: 3; CHOP inh: 18; NPY-Y1 PAM-ag: 5; EP2 mod: 21; S1P4 antagonist: -13; TRPML3 agonist: 0.0; S1P4 ag: 0.3; NPY2 pot ag: -1; zfTRPN1 agonist: 0.8

What do the screens show for `O=[N+]([O-])c1ccccc1/C=C/C=N/Nc1nc(N2CCCCC2)nc(N2CCCCC2)n1`?
NPY Y1 blocker: -4; CHOP inh: 4; NPY-Y1 PAM-ag: -6; EP2 mod: 14; S1P4 antagonist: -8; TRPML3 agonist: 0.7; S1P4 ag: -0.4; NPY2 pot ag: -11; zfTRPN1 agonist: -0.5

Results for O=C(CCc1ccccc1)NCC(=O)N/N=C/c1ccc(O)cc1O ?
CHOP inh: 29; NPY-Y1 PAM-ag: -1; EP2 mod: -46; S1P4 antagonist: 4; TRPML3 agonist: 0.8; S1P4 ag: 0.6; NPY2 pot ag: -18; zfTRPN1 agonist: 2.1

How did CCCCS(=O)CC(CS(=O)CCCC)OC(=O)c1ccc(C)cc1 (stereo not given) do in these assays?
NPY Y1 blocker: -5; CHOP inh: -18; NPY-Y1 PAM-ag: -14; EP2 mod: 19; S1P4 antagonist: -8; TRPML3 agonist: 0.3; S1P4 ag: -2.9; NPY2 pot ag: -6; zfTRPN1 agonist: 0.5

How did CC(C)(C)SCCNC(=O)/C=C/c1cccc([N+](=O)[O-])c1 do in these assays?
NPY Y1 blocker: 0; CHOP inh: -1; NPY-Y1 PAM-ag: 11; EP2 mod: -80; S1P4 antagonist: -10; TRPML3 agonist: 0.5; S1P4 ag: 4.5; NPY2 pot ag: -5; zfTRPN1 agonist: 0.5
